GIRK2 activator: activators of NPY4-receptor-primed GIRK2 channels, summary, cell-based, HEK293, thallium flux | G protein-activated inward rectifier potassium channel 2 (Homo sapiens), P48051 | HEK293 GIRK2/NPY4 cells, thallium flux fluorescence | activation (% efficacy), % for hits at 37.5 µM | 34,000 tested, under 10 active | AID 1259324, 2017;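 active means primary screen hit, no activity in plain HEK293 cells, and in GIRK2-only cells above 5% efficacy rising with concentration; inactive means the rest, including fluorescent compounds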;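 further: efficacy is normalized control-subtracted fluorescence 15 s after thallium addition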
Target sequence (P48051 whole entry, looked up): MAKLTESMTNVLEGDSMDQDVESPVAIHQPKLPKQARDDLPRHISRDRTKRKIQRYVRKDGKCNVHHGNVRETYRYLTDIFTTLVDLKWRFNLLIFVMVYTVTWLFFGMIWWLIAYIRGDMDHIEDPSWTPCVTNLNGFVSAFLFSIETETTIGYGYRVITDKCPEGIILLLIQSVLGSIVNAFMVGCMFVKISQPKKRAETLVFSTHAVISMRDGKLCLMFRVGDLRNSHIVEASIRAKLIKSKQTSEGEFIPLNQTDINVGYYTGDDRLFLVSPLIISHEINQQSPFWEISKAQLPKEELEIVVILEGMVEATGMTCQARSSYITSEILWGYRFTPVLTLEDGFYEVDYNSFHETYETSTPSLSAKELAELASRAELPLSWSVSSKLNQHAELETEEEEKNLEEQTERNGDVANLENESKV
Calls only; i = inactive. The list is partial; count on the stated rates, not on these rows.

SMILES	GIRK2 activator
CCN(CC)c1nc2c(c(=O)n(C)c(=O)n2C)n1CC(O)c1ccccc1 (stereo not given)	i
CC1Cc2ccccc2N1Cc1cc(=O)c(OCC(=O)NC(C)(C)C)co1 (stereo not given)	i
CC(C)S(=O)(=O)c1cccc(C(=O)Nc2nc(-c3ccccc3)cs2)c1	i
COc1ccccc1OCC(=O)Nc1cc(C2CC2)nn1-c1nc(C(C)C)cc(=O)[nH]1	i
O=C(Nc1ccc2c(c1)CCCN2C(=O)c1cccs1)c1ccco1	i
Cc1ccc(C(C)C)c(OCCn2c(CN(C)C(=O)c3ccco3)nc3ccccc32)c1	i
CCOc1ccc(C)cc1S(=O)(=O)Nc1ccc(CC(=O)NC2CC2)cc1	i
CCCCOc1ccc(NC(=O)NCC2CCN(C(=O)Oc3ccccc3)CC2)cc1	i
NC(=O)c1ccc(NC(=O)c2ccc(=O)n(Cc3cccc(C(F)(F)F)c3)c2)cc1	i
O=C1OC2CC1N(C(=O)c1ccsc1)C2 (stereo not given)	i
COCC(=O)NCCn1nc(-c2ccccc2)n(C)c1=O	i
COc1cn(CC(=O)N2CCc3ccccc32)c(CSc2nnnn2C)cc1=O	i
CCN(C(=O)C1CCN(c2ccc(-c3ccccc3OC)nn2)CC1)C1CCCCC1	i
Cc1cccc(Nc2ccc(N3CCN(C(=O)c4ccccc4)CC3)nn2)n1	i
O=C(NCCOc1ccccc1)c1cc([N+](=O)[O-])ccc1Cl	i
O=C(NCc1ccccc1Cl)C(=O)NCC1CCN(C(=O)/C=C/c2ccco2)CC1	i
Cc1cc(C)n(-c2ccc(N3CCCC(C(=O)NCc4nc5ccccc5[nH]4)C3)nn2)n1 (stereo not given)	i
COc1ccc(NC(=O)CSc2nnc3ccc(C(=O)Nc4ccc(C)cc4)cn23)cc1OC	i
O=C(Nc1sc2ccccc2c(=O)c1-c1cccs1)c1ccc([N+](=O)[O-])cc1	i
COc1ccc(Cl)cc1NC(=O)Cc1c(C)[nH]c(=O)[nH]c1=O	i
O=C(CSCc1ccccc1)Nc1nc(-c2ccc3c(c2)OCO3)cs1	i
COc1ccc(OC)c(-c2ccc(=O)n(CCNC(=O)COc3ccccc3F)n2)c1	i
CCOc1ccc(C(=O)NCCN2CCC(c3cccs3)CC2)cc1	i
COc1cccc(OCC(O)CN2CC(C)OC(C)C2)c1 (stereo not given)	i
Cc1nc(N2CCN(C(=O)COc3ccccc3)CC2)cc(-n2ccnc2)n1	i
SMILES	GIRK2 activator
Cc1ccc2c(=O)c(-c3nc(-c4cccc(F)c4)no3)cn(CC(=O)NCc3cccs3)c2n1	i
O=C(Nc1cccc([N+](=O)[O-])c1)c1ccno1	i
NC(=O)c1ccc(NC(=O)CCCn2nc(-c3ccco3)ccc2=O)cc1	i
COc1cc(COCC2CCN(CC(=O)N3CCc4ccccc43)CC2)cc(OC)c1	i
COc1ccc(Nc2cc(C)nc(NCCNS(C)(=O)=O)n2)cc1	i
CSc1nn(CC(=O)Nc2ccc(Br)cc2)c(N)c1S(=O)(=O)c1ccc(C)cc1	i
O=C(/C=C/c1ccccc1)NCC1COC2(CCCCC2)O1 (stereo not given)	i
O=C(NCCNc1cc(-n2cccn2)ncn1)Nc1cccc(C(F)(F)F)c1	i
CCc1nc2sc(C(c3cccc(C(F)(F)F)c3)N3CCCC(C)C3)c(O)n2n1 (stereo not given)	i
Clc1ccc(-c2noc(CCc3nc4ccccc4[nH]3)n2)cc1	i
COc1ccc(CCNC(=O)N(Cc2ccccn2)Cc2ccco2)cc1	i
O=C(C1CCCC1)N1CCc2ccc(NS(=O)(=O)c3ccccc3)cc21	i
COC(=O)Cn1c(=O)c2c(nc3n2CC(COc2ccc(Cl)cc2)O3)n(C)c1=O (stereo not given)	i
O=C(Nc1ccc(F)c(F)c1F)c1ccc(=O)n(Cc2ccccc2Cl)c1	i
Cn1/c(=N/NC(=O)CNS(=O)(=O)c2ccccc2)sc2ccccc21	i
CCOC(=O)Cc1csc(NC(=O)C2CC2)n1	i
CC(C)C(=O)N1CCC2(CC1)NC(=O)NC2=O	i
Cn1ccnc1N1CCN(CC(=O)NCC2CCCO2)CC1 (stereo not given)	i
CN1CCN(n2c3c(c(SCC(=O)Nc4ccc5c(c4)OCO5)nc2=O)CCC3)CC1	i
COc1ccc(CCC(=O)NCC2CCN(C3CCCC3)CC2)cc1	i
O=C(/C=C/c1ccccc1Cl)NCc1n[nH]c(=O)c2ccccc12	i
O=C(Nc1cccs1)N(CCc1ccccc1)Cc1ccccn1	i
Cc1ccc2c(NC(=O)Cc3csc(-n4cccc4)n3)cccc2n1	i
COc1cccc2cc(C(=O)Nc3cc(C)nn3-c3ccccc3)oc12	i
Cn1cnnc1SCCNC(=O)c1cc2n(n1)CCCO2	i

As a short view, seven of the compounds above.
SMILES	GIRK2 activator
Cn1ccnc1N1CCN(CC(=O)NCC2CCCO2)CC1 (stereo not given)	i
CN1CCN(n2c3c(c(SCC(=O)Nc4ccc5c(c4)OCO5)nc2=O)CCC3)CC1	i
COc1ccc(CCC(=O)NCC2CCN(C3CCCC3)CC2)cc1	i
O=C(/C=C/c1ccccc1Cl)NCc1n[nH]c(=O)c2ccccc12	i
O=C(Nc1cccs1)N(CCc1ccccc1)Cc1ccccn1	i
Cc1ccc2c(NC(=O)Cc3csc(-n4cccc4)n3)cccc2n1	i
COc1cccc2cc(C(=O)Nc3cc(C)nn3-c3ccccc3)oc12	i

New compounds follow.
SMILES	GIRK2 activator
CCCCCn1c(=S)[nH]c2ccc(F)cc2c1=O	i
CN(C)C(=O)N1CCN(C(=O)N(C)C)CC1	i
O=C(Nc1ccc2c(c1)CN(C(=O)c1ccccc1)CC2)NC1CCCCC1	i
COc1ccc(Cl)cc1NC(=O)C1CN(C(=O)c2cc(C)on2)C1	i
CC(=O)Nc1nnc(CS(=O)(=O)c2ccccc2)o1	i
COc1ccc(C(=O)N(Cc2ccsc2)Cc2ccccn2)cc1	i
CCCOc1cn(-c2ccc(F)cc2)nc1C(=O)NCCCOC	i
COc1ccc(S(=O)(=O)N2CCCc3cc(NC(=O)c4cc(C)on4)ccc32)cc1	i
COc1cc(C(=O)Nc2nnc(Cc3cccs3)o2)cc(OC)c1OC	i
O=C(CN1CCC(c2nnc(-c3ccco3)s2)CC1)Nc1ccccc1F	i
COc1cccc(CC(=O)NCC2CCN(S(C)(=O)=O)CC2)c1	i
O=C(NCC1(O)CCOCC1)Oc1ccccc1	i
O=C(Cn1c2ccccc2c2ncn(Cc3ccccc3)c(=O)c21)Nc1ccc(F)cc1	i
CSCCC(C)(O)CNC(=O)c1c(F)cccc1Cl (stereo not given)	i
COc1ccc(S(=O)(=O)N2CCC(C(=O)Nc3nc(-c4cc(C)ccc4C)cs3)CC2)cc1	i
CCn1ccnc1N1CCN(C(=O)Cc2ccc(OC)c(OC)c2)CC1	i
COc1cccc(-n2c(=O)c3sccc3n(Cc3nc(-c4ccc(C)c(C)c4)no3)c2=O)c1	i
COc1cc2c(c(O)c1OC)C(=O)C(OC)CCC2 (stereo not given)	i
COc1cc(NC(=O)CSc2nc(=O)n(CCO)c3c2CCC3)cc(OC)c1	i
COc1ccc(NC(=O)Cc2csc(Nc3ccc(F)cc3)n2)c(OC)c1	i
O=C(Nc1nonc1-c1ccccc1)c1ccc(Cl)cc1Cl	i
O=C(c1ccc2c(c1)OCCO2)N(CCN1CCOCC1)c1nc2c(F)cc(F)cc2s1	i
Cc1ccc(-n2ncc3c(=O)n(NC(=O)c4ccc(C)c([N+](=O)[O-])c4)cnc32)cc1	i
Cc1cnn(C)c1C(=O)Nc1c2c(nn1-c1nc3ccccc3s1)CCC2	i
CS(=O)(=O)N1CCCc2ccc(NC(=O)C(=O)NCc3ccccc3Cl)cc21	i
SMILES	GIRK2 activator
CCCCn1cnc2c(-c3ccccc3)cn(CC(=O)Nc3cc(OC)ccc3OC)c2c1=O	i
CC(C)c1nnc(C2CCN(C(=O)NC3CCCCC3)CC2)o1	i
Cc1cccc(C(C)C)c1NC(=O)CCc1ccccc1	i
COCCNC(=O)c1ccc(Cn2c(SCc3ccccc3)nc3ccccc3c2=O)cc1	i
CC(C)Nc1nc2c(S(=O)(=O)c3ccccc3)nnn2c2ccc(Cl)cc12	i
COc1ccccc1NC(=O)c1cc(-c2ccccc2)nc2c1c(C)nn2C1CCS(=O)(=O)C1 (stereo not given)	i
COc1cc(S(=O)(=O)N2CCN(CCO)CC2)ccc1Cl	i
COc1ccc(CC(=O)Nc2ccc3c(c2)N(S(=O)(=O)c2ccc(C)cc2)CCC3)cc1	i
COc1ccc(-c2coc3c4c(ccc3c2=O)OCN(CCCOC(C)C)C4)cc1	i
COc1cccc(NC(=O)c2csc(NS(=O)(=O)c3cccs3)n2)c1	i
COc1ccc(C(=O)NCCn2ncc3c(N4CCCC4)ncnc32)cc1OC	i
Cc1cccc(N2CCN(c3cc(C)nc4nc(C(F)(F)F)nn34)CC2)n1	i
COc1ccc(S(=O)(=O)CC(=O)Nc2nc3c(Cl)ccc(Cl)c3s2)cc1	i
Cn1cnc2cc(OC(=O)c3ccccc3Cl)ccc21	i
CCOc1ccccc1NC(=O)Cn1cnc(C)cc1=O	i
COC(=O)c1ccc2oc(=O)c(S(=O)(=O)N3CCN(C)CC3)cc2c1	i
CC(C)c1ccc(Cn2c(C(C)NC(=O)c3ccco3)nc3ccccc32)cc1 (stereo not given)	i
CCc1ccc(S(=O)(=O)N2CCN(c3ccc(-c4cccnc4)nn3)CC2)s1	i
CC(C)(C)OC(=O)NC12CC3CC(CC(C3)C1)C2	i
O=C(NCc1ccc2c(c1)OCO2)C(=O)NCc1nc(-c2ccccc2)no1	i
COCCn1c(SCc2cccc3ccccc23)nnc1-c1cn(C)nc1OC	i
CCOc1ccc(NC(=O)Cn2cc(OC)c(=O)cc2CSc2nc(C)cs2)cc1	i
CCOC(=O)C(CC)Sc1nc2c(c(=O)[nH]c(=O)n2C)n1C(C)C (stereo not given)	i
Cn1c(=O)c2c(nc(SCC(=O)O)n2CC(O)COc2ccc(Cl)cc2)n(C)c1=O (stereo not given)	i
CCCOc1ccc(S(=O)(=O)NCC(C)(O)c2ccccc2)cc1 (stereo not given)	i
SMILES	GIRK2 activator
CCN1CCN(C(=O)c2cc3c(=O)n4cc(C)ccc4nc3n2C)CC1	i
O=C(NCc1cccs1)C(=O)Nc1c2c(nn1-c1ccccc1)CS(=O)(=O)C2	i
Cc1cc(C)cc(NC(=O)c2c(O)c3ccccc3[nH]c2=O)c1	i
CC(C)c1ccc(NC(=O)C(=O)NCC(=O)N2CCOC(c3ccccc3)C2)cc1 (stereo not given)	i
CCOC(=O)N1CCN(C(=O)c2csc(Nc3ccccc3)n2)CC1	i
COc1ccc(Cl)cc1NC(=O)CCn1nc(C)cc1C	i
O=C(Nc1ccc2c(c1)CCCN2C(=O)c1cccs1)C1CCCC1	i
COc1ccc(NC(=O)C2CCCCC2)cc1N1CCCCC1=O	i
COc1ccc(-c2ccc(N3CCN(C(=O)c4cccc(F)c4)CC3)nn2)cc1	i
O=S(=O)(NCC(O)c1ccsc1)c1ccccc1Cl (stereo not given)	i
Cc1nnc(C2CCN(CC(=O)NCc3ccccc3Cl)CC2)s1	i
COC(=O)c1ccc(Cn2nc(-c3ccc(Cl)cc3)ccc2=O)cc1	i
CCc1cccc2sc(N(Cc3ccccn3)C(=O)CCS(=O)(=O)c3ccc(OC)cc3)nc12	i
COc1cc(C)c(C)cc1S(=O)(=O)Nc1ccc(C(=O)O)cc1	i
Cc1ccc(NC(=O)CCSc2ccccc2)cc1N1CCCCC1=O	i
Nc1c(C(=O)Nc2cc(Cl)ccc2Cl)nnn1-c1ccc(F)cc1	i
COc1ccc(-c2ccc(=O)n(CCCC(=O)Nc3ccc(F)c(Cl)c3)n2)cc1OC	i
O=C(CN1C(=O)CSC1=O)c1ccc(NC(=O)c2ccccc2)cc1	i
Cc1c(Cl)cccc1NC(=O)CN1N=NC2C(=O)N(c3ccc(Br)cc3)C(=O)C21 (stereo not given)	i
COc1ccccc1NC(=O)CCCn1nc(-c2ccco2)ccc1=O	i
CC(=O)OC(CN(Cc1ccco1)S(C)(=O)=O)Cn1c2ccccc2c2ccccc21 (stereo not given)	i
COc1ccc(NC(=O)Cn2cc(-c3ccc(OC)cc3)c(N3CCOCC3)n2)cc1	i
COc1cn(CC(=O)N2CCc3ccccc32)c(CSc2nnc(C)s2)cc1=O	i
COc1cccc(NC(=O)CSC2=NC3(CCCCC3)Nc3ccccc32)c1	i
O=C(Cc1csc(NC(=O)c2ccc(=O)[nH]c2)n1)NCCCc1ccccc1	i

Random excerpt: five entries already listed
SMILES	GIRK2 activator
Cc1c(Cl)cccc1NC(=O)CN1N=NC2C(=O)N(c3ccc(Br)cc3)C(=O)C21 (stereo not given)	i
COc1ccc(NC(=O)C2CCCCC2)cc1N1CCCCC1=O	i
O=C(Cc1csc(NC(=O)c2ccc(=O)[nH]c2)n1)NCCCc1ccccc1	i
Cc1ccc(NC(=O)CCSc2ccccc2)cc1N1CCCCC1=O	i
COc1cn(CC(=O)N2CCc3ccccc32)c(CSc2nnc(C)s2)cc1=O	i

Of the compounds above, 2 have bromine:
SMILES	GIRK2 activator
CSc1nn(CC(=O)Nc2ccc(Br)cc2)c(N)c1S(=O)(=O)c1ccc(C)cc1	i
Cc1c(Cl)cccc1NC(=O)CN1N=NC2C(=O)N(c3ccc(Br)cc3)C(=O)C21 (stereo not given)	i

Additional entries
SMILES	GIRK2 activator
c1cc(CSc2ccc(-c3ccc4c(c3)OCO4)nn2)ccn1	i
Cc1nc(NCCNS(=O)(=O)c2cccs2)cc(N(C)C)n1	i
CCCN1C(=O)NC2(CCN(C(=O)c3cccs3)CC2)C1=O	i
O=C(NCCC(O)c1cccs1)c1ccc2nsnc2c1 (stereo not given)	i
COc1cccc(N2C(=O)C(Cc3ccc(Cl)c(Cl)c3)S/C2=C(/C#N)C(N)=O)c1 (stereo not given)	i
Cc1nnsc1C(=O)N1CCC(CNC(=O)c2cnc3ccccc3n2)CC1	i
CC1Cc2c(NC(=O)C3c4ccccc4Oc4ccccc43)nn(C)c2NC1=O (stereo not given)	i
CC(C)OCC(O)CN1CCN(c2ccccc2F)CC1 (stereo not given)	i
COc1ccc(C(=O)NC2CCCC(O)C2)cc1 (stereo not given)	i
O=C(NCCCc1ccccc1)C(=O)Nc1ccc2c(c1)OCCO2	i

High-throughput results deposited in PubChem by Vanderbilt University.
